Screening data as filed in PubChem.
GPR7 antag – human neuropeptides B/W receptor 1 antagonism; P48145; GPR7-expressing cells, fluorescence antagonist assay; inhibition, % at 4.4 µM; hit rate 1.1% among 290,000; in the data active = inhibition above about 16%, passing the limit was not always enough;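 also: cells stimulated with the agonist NPW; 0% = agonist with vehicle and 100% = vehicle without agonist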
MEKK2wt PB1 HTS – raises or lowers MEK5 binding to wildtype human MEKK2 PB1 domain; Q9Y2U5; bead flow cytometry, Alexa488-MEK5 binding to MEKK2 WT; actives lie on both sides; binding response (% of control), % at 10 µM; hit rate 1.1% among 290,000; in the data active = binding response below about 67% or above about 130%
PHOSPHO1 inh – PHOSPHO1 (human) inhibition; Q8TCT1; recombinant PHOSPHO1, absorbance phosphatase assay; inhibition, % at 13.3 µM; hit rate 1.1% among 290,000; AID 1565; in the data active = inhibition above about 60%
Target sequence (Q8TCT1 whole entry, looked up): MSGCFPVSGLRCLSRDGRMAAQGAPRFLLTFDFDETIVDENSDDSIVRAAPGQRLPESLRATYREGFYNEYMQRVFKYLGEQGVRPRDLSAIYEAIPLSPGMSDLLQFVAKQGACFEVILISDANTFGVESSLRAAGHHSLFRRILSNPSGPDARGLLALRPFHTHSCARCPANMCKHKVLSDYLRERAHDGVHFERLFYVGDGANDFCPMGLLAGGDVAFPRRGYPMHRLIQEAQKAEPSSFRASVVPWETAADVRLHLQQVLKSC
OXTR agonist – human OXTR agonism. CHO-OTR cells, Fluo-8 calcium fluorescence; normalized: DMSO 0%, oxytocin 100%. activation, % at 3 µM. hit rate 0.32% among 320,000. AID 2435;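 active = activation above the mean of all tested compounds plus 3 SD, cutoff set per screening run, cut at about 20% in these data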;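 also: peak over basal fluorescence ratio from a 100 s FLIPR kinetic read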
MEKK2mut PB1 HTS – signal of MEK5 binding to mutant human MEKK2 PB1 domain; percent response, % at 10 µM; hit rate 0.35% among 290,000; AID 1530; bead flow cytometry, Alexa488-MEK5 binding to MEKK2 mutant; in the data active = percent response above about 24%, passing the limit was not always enough; also: inactives centre near 1; some results filed as inactive read as strong as hits; reference of the scale not given here
MEKK3 PB1 HTS – raises or lowers MEK5 binding to the human MEKK3 PB1 domain | Q99759 | bead-based flow cytometry, Alexa488-MEK5 binding to MEKK3; actives lie on both sides; 0 = blocked by unlabeled MEK5, 100 = vehicle | binding response (% of control), % at 10 µM | hit rate 1.4% among 290,000 | AID 1529;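 active = binding response more than 3 SD above or below the average of its plate-row segment, actives on both sides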;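 also: Alexa488 bead fluorescence after subtracting the streptavidin-only scavenger bead signal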
GalR3 antag – antagonists of human GalR3; O60755; HEK293 GalR3-CNG cAMP membrane potential fluorescence; galR3 body fused to GalR1 C-terminus; inhibition, % at 3 µM; hit rate 0.44% among 360,000; AID 651719;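 active = inhibition above the screen-wide average plus 3 SD, cut at about 13% in these data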;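 also: forskolin and galanin both at EC90 stimulate the cells; cAMP rise reported by CNG channel membrane potential dye signal; 0% = forskolin plus galanin with DMSO and 100% = forskolin alone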
Target sequence (O60755 1-299 limits assumed): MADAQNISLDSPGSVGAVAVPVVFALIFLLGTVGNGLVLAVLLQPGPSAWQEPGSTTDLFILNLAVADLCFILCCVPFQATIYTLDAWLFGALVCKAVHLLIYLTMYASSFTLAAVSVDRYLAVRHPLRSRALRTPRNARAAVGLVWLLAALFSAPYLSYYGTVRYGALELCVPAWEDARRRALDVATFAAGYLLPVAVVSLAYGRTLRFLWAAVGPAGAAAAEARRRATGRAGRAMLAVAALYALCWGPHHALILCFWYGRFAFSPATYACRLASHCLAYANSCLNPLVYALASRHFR
V1R ag counter – counter-screen for oxytocin receptor agonists: human V1a receptor agonists | P37288 | CHO-V1R cells, Fluo-8 calcium fluorescence, agonist mode; 0% DMSO, 100% 3 nM vasopressin | activation, % at 3 µM | hit rate 0.25% among 320,000 | AID 2797;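 active = activation above the mean activation of all tested compounds plus 3 SD, per screening run, cut at about 20% in these data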;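 also: signal is peak over basal fluorescence ratio across a 100 second FLIPR read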
Target sequence (P37288 whole entry, looked up): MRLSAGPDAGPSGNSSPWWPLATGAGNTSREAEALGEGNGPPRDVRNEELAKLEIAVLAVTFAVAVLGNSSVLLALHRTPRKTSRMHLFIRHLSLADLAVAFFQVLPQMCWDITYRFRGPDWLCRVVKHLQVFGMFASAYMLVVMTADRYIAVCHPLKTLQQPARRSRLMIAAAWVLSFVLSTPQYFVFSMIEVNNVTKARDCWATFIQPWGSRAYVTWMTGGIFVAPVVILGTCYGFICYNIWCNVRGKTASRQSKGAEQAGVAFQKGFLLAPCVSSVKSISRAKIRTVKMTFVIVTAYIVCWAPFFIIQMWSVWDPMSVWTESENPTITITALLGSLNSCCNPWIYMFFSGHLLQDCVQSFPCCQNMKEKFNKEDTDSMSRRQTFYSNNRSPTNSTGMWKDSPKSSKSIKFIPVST
NALP1 inh – inhibitors of NALP1 inflammasome in yeast; S. cerevisiae NALP1/ASC/caspase-1 growth, X-gal OD620, 72 h; hit rate 0.61% among 280,000; AID 2071; inhibition, % at 10 µM; in the data active = inhibition mostly above about 24%, no sharp cut-off; inactive = mostly below about 32%; also: some compounds called inactive have numbers as strong as hits
Numbers without * were called inactive; / = no result given; [ ] = remark or other dose.

A first look (4 entries):
no. | Compound | GPR7 antag | MEKK2wt PB1 HTS | PHOSPHO1 inh | OXTR agonist | MEKK2mut PB1 HTS
1 | O=C(CN1CCN(c2ccccc2)CC1)Nc1ccc(F)cc1 | 4 | 102 | 27 | 0.2 | 0
2 | COc1ccc(CC(=O)Nc2ccc(-c3cn4ccccc4n3)cc2)cc1 | -5 | 102 | 3 | 0.7 | 5
3 | O=C(CCN1CCN(c2ccccc2)CC1)Nc1ccccc1 | -3 | 110 | / | -1.1 | 11
4 | COCCn1c(SCC(=O)Nc2nnc(C)s2)nnc1-c1ccco1 | -4 | 93 | 31 | 0.2 | -6

no. | MEKK3 PB1 HTS | GalR3 antag | V1R ag counter | NALP1 inh
1 | 98 | -6 | -0.3 | 3
2 | 103 | -1 | 1.3 | 21
3 | 106 | 0 | 5.4 | -20
4 | 100 | -3 | 0.3 | -6

The whole of this part, previewed entries included:
no. | Compound | GPR7 antag | MEKK2wt PB1 HTS | PHOSPHO1 inh | OXTR agonist | MEKK2mut PB1 HTS
1 | O=C(CN1CCN(c2ccccc2)CC1)Nc1ccc(F)cc1 | 4 | 102 | 27 | 0.2 | 0
2 | COc1ccc(CC(=O)Nc2ccc(-c3cn4ccccc4n3)cc2)cc1 | -5 | 102 | 3 | 0.7 | 5
3 | O=C(CCN1CCN(c2ccccc2)CC1)Nc1ccccc1 | -3 | 110 | / | -1.1 | 11
4 | COCCn1c(SCC(=O)Nc2nnc(C)s2)nnc1-c1ccco1 | -4 | 93 | 31 | 0.2 | -6
5 | OC(Cn1cncn1)(c1ccccc1)c1ccccc1 | 6 | 110 | 12 | -0.3 | 3
6 | Cc1cccc(NC(=O)c2ccc(N(C)C3CCCCC3)c([N+](=O)[O-])c2)n1 | -4 | 98 | 19 | -1.2 | -7
7 | O=C(CCC(=O)c1cccs1)Nc1ccc(F)c(F)c1F | 12 | 91 | -12 | -0.9 | 0
8 | COc1ccc(CCN2CC(C#N)=C3c4cc(OC)c(OC)cc4CCN3C2)cc1OC | -10 | 109 | -4 | 3.8 | 9
9 | Oc1ccccc1CNCCCN1CCOCC1 | -4 | 109 | 30 | 1.2 | 3
10 | CCOC(=O)/C(C#N)=C/c1c(Oc2cccc(C)c2)nc2ccccn2c1=O | -9 | 100 | 42 | -0.8 | -1
11 | CCC1CCC(c2nnc(-c3ccc(Br)cc3)o2)CC1 (configuration not stated) | -12 | 91 | -12 | -0.5 | -2
12 | Cn1c(SCc2ccccc2)nnc1-c1ccncc1 | 2 | 96 | 33 | -0.2 | -3
13 | COCCn1c(-c2ccc(Br)cc2)csc1=Nc1cccnc1 | -3 | 74 | -9 | 2.5 | -11
14 | CCOC(=O)c1nn(-c2ccc(C)cc2)c(=O)c2c(N)scc12 | -9 | 99 | -9 | -0.8 | 16
15 | CCN1CCN(c2nc3ccccn3c(=O)c2/C=C(\C#N)S(=O)(=O)c2ccccc2)CC1 | -11 | 107 | -18 | 0.7 | 8

no. | MEKK3 PB1 HTS | GalR3 antag | V1R ag counter | NALP1 inh
1 | 98 | -6 | -0.3 | 3
2 | 103 | -1 | 1.3 | 21
3 | 106 | 0 | 5.4 | -20
4 | 100 | -3 | 0.3 | -6
5 | 104 | -5 | -0.2 | 13
6 | 87 | -7 | -0.5 | 6
7 | 94 | 0 | -0.5 | 33
8 | 108 | / | 5.2 | -2
9 | 108 | -11 | 0.5 | 8
10 | 99 | 0 | -1.3 | 10
11 | 101 | -5 | -0.3 | 28
12 | 97 | -5 | -0.1 | 3
13 | 73 | -6 | 3.1 | 15
14 | 92 | -5 | -0.4 | 13
15 | 102 | -6 | -0.9 | -9

(further entries)
no. | Compound | GPR7 antag | MEKK2wt PB1 HTS | PHOSPHO1 inh | OXTR agonist | MEKK2mut PB1 HTS
16 | CCC(=O)Nc1cc2c(C)cc(=O)oc2cc1C | -3 | 103 | -38 | 0.2 | 5
17 | C=CCn1c(COc2ccc(F)cc2)nnc1SCC(=O)NC(=O)NCc1ccco1 | -4 | 99 | 93* | -0.1 | 1
18 | O=C1COc2ccc(C(=O)c3ccccc3)cc2CN1 | 4 | 95 | 12 | 1.1 | -3
19 | COc1ccc(S(=O)(=O)NCC(=O)N(Cc2ccco2)C(C(=O)NC(C)(C)C)C(C)C)cc1 (configuration not stated) | -2 | 99 | 42 | -0.6 | 1
20 | COc1ccc(-n2c(O)c(/C=N/NS(=O)(=O)c3cc(C)ccc3C)c3ccccc3c2=O)cc1OC | -16 | 99 | -18 | 18 | -1
21 | CCCC(=O)Nc1ccccc1N1CCN(C(=O)C(C)C)CC1 | 0 | 107 | 15 | -1.9 | 2
22 | Cc1ccc(Cl)cc1NC(=O)COc1ccccc1 | -7 | 105 | / | -2.6 | 4
23 | Cc1ccc(NC(=O)N2CCC(c3nc4c(nnn4Cc4c(F)cccc4Cl)c(=O)[nH]3)CC2)cc1 | -3 | 108 | 8 | -0.4 | 5
24 | O=C(CSc1nnc2ccccn12)NCCc1ccc(Cl)cc1 | -1 | 99 | 36 | -0.8 | 0
25 | Cc1c(C(=O)N2CCOCC2)c(S(=O)(=O)Nc2ccc(C(C)C)cc2)c(C)n1C | -1 | 103 | 32 | -0.4 | 3
26 | CCOC(=O)C1CCN(C(=O)c2cccnc2)CC1 | -15 | 98 | 2 | -0.1 | 0
27 | CCOc1ccccc1-c1nc(CN(Cc2cnn(C)c2)C(C)C)c(C)o1 | -10 | 94 | 40 | -1.5 | -5
28 | CCCCC(C(=O)NC(=O)NCc1ccccc1)N1C(=O)c2ccccc2C1=O (configuration not stated) | -12 | 99 | -6 | 1.4 | 1
29 | Cc1ccc([N+](=O)[O-])cc1N(CC(=O)NC1CCCC1)S(C)(=O)=O | -2 | 75 | 13 | -0.2 | -7
30 | Cc1[nH]c2ccccc2c1/C=N/Nc1ccc(F)cc1F | -4 | 0.0* | -16 | -0.3 | 6

no. | MEKK3 PB1 HTS | GalR3 antag | V1R ag counter | NALP1 inh
16 | 103 | -2 | 1.4 | 5
17 | 100 | -1 | 2.2 | 17
18 | 95 | -11 | 1.6 | 17
19 | 101 | -4 | 1.5 | -2
20 | 105 | -9 | 15 | 27
21 | 103 | -8 | -0.4 | 13
22 | 103 | -8 | -1.5 | 20
23 | 108 | -12 | 0.5 | -11
24 | 100 | -7 | -0.9 | 1
25 | 102 | 6 | -0.1 | 2
26 | 98 | 0 | 0.4 | 0
27 | 97 | -5 | -0.4 | 3
28 | 104 | -6 | 0.8 | -6
29 | 73*[inhibitor] | -7 | 1.3 | 21
30 | 131 | / | 0.5 | 26

Remaining list, next part.
no. | Compound | GPR7 antag | MEKK2wt PB1 HTS | PHOSPHO1 inh | OXTR agonist | MEKK2mut PB1 HTS
31 | Cc1ccc2ncnc(Oc3ncccc3NC(=O)C(C)(C)C)c2c1 | 4 | 93 | -10 | 0.3 | -12
32 | CCN(CC)S(=O)(=O)c1ccc(N/N=C(\C)c2ccc3c(c2)OCO3)c([N+](=O)[O-])c1 | -3 | 99 | 9 | 0.9 | -4
33 | CC1CCCC(NC(=O)Cn2cc3c(n2)CCCCC3)C1C (configuration not stated) | -8 | 98 | 5 | -1.1 | -1
34 | N#Cc1ccccc1CSC1=NCCS1 | -4 | 86 | 8 | -1.3 | -7
35 | O=c1[nH]c2cc(NCCO)c([N+](=O)[O-])cc2[nH]1 | -12 | 92 | -10 | -0.1 | -5
36 | Cc1cccc(C(C(=O)NC2CCCC2)N(C(=O)c2csnn2)C2CCCC2)c1 (configuration not stated) | 15 | 96 | 20 | -0.9 | -2
37 | O=C(C1=C[C@H](c2coc3ccccc3c2=O)C[C@H](OCc2ccc(CO)cc2)O1)N1CCN(Cc2ccc3c(c2)OCO3)CC1 | 11 | 110 | -8 | 0.3 | 11
38 | CCCCn1c(SCC(=O)NC2CC2)nc2ccccc2c1=O | 19 | 103 | 33 | -1.4 | 4
39 | O=C(NC1CCCCC1)N(C1=NCCCCC1)c1ccc(Br)cc1 | -1 | 15* | -14 | -2.2 | 4
40 | COc1ccc(NC(=O)c2cccc(NC(=O)c3ccco3)c2)c(OC)c1 | 6 | 102 | -2 | 0.1 | 3
41 | COc1ccccc1N1CCN(C(=O)CCCCCn2c(=O)[nH]c3ccsc3c2=O)CC1 | 0 | 107 | 28 | -0.5 | -1
42 | O=C(C1=C[C@@H](c2ccc(C(F)(F)F)cc2)C[C@@H](OCc2ccc(CO)cc2)O1)N1CCN(Cc2ccccc2)CC1 | -16 | 109 | 26 | 1.2 | 8
43 | COCC(C)NC(=O)CSc1nc2nn(-c3ccccc3)c(=O)c-2c2n1CCCCC2 (configuration not stated) | 3 | 95 | 13 | -0.7 | -8
44 | CCCn1cc(S(=O)(=O)CC(=O)N2CCc3ccccc32)c2ccccc21 | -9 | 97 | 14 | -0.3 | 2
45 | COCCn1nnnc1C(c1cc2ccc(OC)cc2[nH]c1=O)N1CCc2ccccc2C1 (configuration not stated) | 18 | 97 | -4 | 0.5 | 1

no. | MEKK3 PB1 HTS | GalR3 antag | V1R ag counter | NALP1 inh
31 | 92 | 0 | 0.1 | 10
32 | 98 | -10 | 1.1 | 8
33 | 97 | -3 | -0.6 | -4
34 | 101 | 0 | -1.1 | 9
35 | 99 | 21* | -0.4 | 20
36 | 101 | -8 | 0.1 | 19
37 | 104 | -6 | 0.8 | 20*
38 | 103 | -6 | -0.5 | 10
39 | 106 | -1 | -0.7 | 18
40 | 102 | 2 | 1.8 | 10
41 | 109 | -3 | 0.8 | -4
42 | 89 | 0 | 0.7 | -5
43 | 97 | 3 | -0.9 | 2
44 | 94 | -3 | -0.5 | 15
45 | 99 | -3 | -0.2 | -3

Other structures.
no. | Compound | GPR7 antag | MEKK2wt PB1 HTS | PHOSPHO1 inh | OXTR agonist | MEKK2mut PB1 HTS
46 | Cc1cc(/C(N)=N/OC(=O)c2ccccc2Cl)no1 | 1 | 92 | 32 | -2.7 | -12
47 | Cc1c(C(=O)O)sc(=S)n1-c1ccccc1 | 8 | 99 | 15 | 0.0 | 7
48 | O=C1CCN(Cc2ccc([N+](=O)[O-])cc2)CCN1[C@H](CO)Cc1ccccc1 | 1 | 103 | -7 | 0.2 | -1
49 | COc1ccc(C(=O)N2CCN(Cc3cc(OC)c(O)c(OC)c3)CC2)cc1OC | -7 | 111 | -2 | 0.5 | 8
50 | COCCCNC(=O)c1ccc(CN2CCc3ccccc3C2)cc1 | 0 | 95 | 8 | 0.8 | -8
51 | COc1cc(NC(=O)COC(=O)/C=C/c2ccc(O)c(OC)c2)cc(OC)c1 | -2 | 101 | 6 | 0.3 | 4
52 | O=C(Cn1nnc(-c2ccccc2Cl)n1)NCc1ccc2c(c1)OCO2 | -2 | 103 | 22 | 1.1 | -1
53 | O=C(O)c1ccc(N2CCS(=O)(=O)CC2)cc1 | -8 | 95 | 52 | 0.0 | -7
54 | COC(=O)c1ccc2c(=O)n(CCCCCC(=O)NC(C)C)c(=O)[nH]c2c1 | 8 | 82 | 36 | 0.2 | -13
55 | CCOc1cc2nc(-c3ccc(OC)c(OC)c3)nc(N3CCOCC3)c2cc1OC | -9 | 105 | 5 | -2.1 | 1
56 | N#CCSc1nc2c(c(=O)n1Cc1ccccc1)C1(CCCC1)Cc1ccccc1-2 | -9 | 82 | -1 | 0.0 | -8

no. | MEKK3 PB1 HTS | GalR3 antag | V1R ag counter | NALP1 inh
46 | 94 | -2 | 0.1 | 17
47 | 103 | -5 | 0.5 | -2
48 | 102 | -3 | 0.6 | -4
49 | 108 | 3 | 0.7 | -4
50 | 100 | -5 | 0.7 | 13
51 | 100 | -2 | 2.2 | 2
52 | 100 | 6 | 1.6 | -9
53 | 99 | -5 | 1.6 | -10
54 | 88 | 10 | 0.4 | 3
55 | 101 | -4 | -1.6 | 12
56 | 88 | -3 | 1.1 | 26
